ERG-DNA inh – inhibitors of human ERG Ets domain-DNA interaction; fluorescence polarization, His-ERG Ets domain / labelled DNA; Potency, µM (highest dose often 76.9 µM), without a hit: at the highest dose FP activity, negative = inhibition, usual class: inhibitors; hit rate 0.028% among 370,000; AID 624246; active = well fitted inhibition curve with a large enough effect in the polarisation, with a control signal flat; inconclusive = small, poorly fitted or top-dose-only effect, or effect the other way, or a change in a side signal; inactive = no such curve, though single readings can be large or run the other way; the % refers to the polarisation;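 note: polarization taken with two DNA probes labelled with fluorescein and Texas red; potency is the fitted concentration of half-maximal effect; % of control where 0% means no effect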
Target sequence (P11308 whole entry, looked up, the tested form may be a part): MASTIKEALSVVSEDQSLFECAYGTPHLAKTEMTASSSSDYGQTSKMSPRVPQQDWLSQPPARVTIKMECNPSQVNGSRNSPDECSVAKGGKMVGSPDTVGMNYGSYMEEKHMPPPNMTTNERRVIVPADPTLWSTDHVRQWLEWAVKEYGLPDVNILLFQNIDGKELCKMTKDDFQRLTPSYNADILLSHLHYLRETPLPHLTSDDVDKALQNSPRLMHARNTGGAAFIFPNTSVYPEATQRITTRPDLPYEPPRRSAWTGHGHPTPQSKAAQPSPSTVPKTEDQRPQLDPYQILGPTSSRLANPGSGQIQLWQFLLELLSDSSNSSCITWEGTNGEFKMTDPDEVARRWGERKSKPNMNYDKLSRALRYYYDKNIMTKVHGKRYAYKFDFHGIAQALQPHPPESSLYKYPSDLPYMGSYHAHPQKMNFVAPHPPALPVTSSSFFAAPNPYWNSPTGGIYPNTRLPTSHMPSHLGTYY
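His-tagged ERG Ets domain (1 uM in the protein solution; 300mM KCl, 50mM Tris-HCl, 1mM EDTA, 1mM DTT, pH 7.5) received compound, then a probe mix of 5 nM fluorescein-DNA and 100nM Texas-615-DNA. Fluorescence polarization was read for both dyes.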
ALOX12 inh – inhibitors of human 12S-lipoxygenase ALOX12. purified 12hLO, xylenol orange hydroperoxide absorbance. Potency, µM (highest dose often 108 µM), inactives show at the top dose activity change, negative = inhibition, hits mostly inhibitors. hit rate 1.1% among 580,000; note: potency is the fitted concentration of half-maximal effect; % is set by controls: 0 for no effect and ±100 for the full control effect
Target sequence (P18054 whole entry, looked up): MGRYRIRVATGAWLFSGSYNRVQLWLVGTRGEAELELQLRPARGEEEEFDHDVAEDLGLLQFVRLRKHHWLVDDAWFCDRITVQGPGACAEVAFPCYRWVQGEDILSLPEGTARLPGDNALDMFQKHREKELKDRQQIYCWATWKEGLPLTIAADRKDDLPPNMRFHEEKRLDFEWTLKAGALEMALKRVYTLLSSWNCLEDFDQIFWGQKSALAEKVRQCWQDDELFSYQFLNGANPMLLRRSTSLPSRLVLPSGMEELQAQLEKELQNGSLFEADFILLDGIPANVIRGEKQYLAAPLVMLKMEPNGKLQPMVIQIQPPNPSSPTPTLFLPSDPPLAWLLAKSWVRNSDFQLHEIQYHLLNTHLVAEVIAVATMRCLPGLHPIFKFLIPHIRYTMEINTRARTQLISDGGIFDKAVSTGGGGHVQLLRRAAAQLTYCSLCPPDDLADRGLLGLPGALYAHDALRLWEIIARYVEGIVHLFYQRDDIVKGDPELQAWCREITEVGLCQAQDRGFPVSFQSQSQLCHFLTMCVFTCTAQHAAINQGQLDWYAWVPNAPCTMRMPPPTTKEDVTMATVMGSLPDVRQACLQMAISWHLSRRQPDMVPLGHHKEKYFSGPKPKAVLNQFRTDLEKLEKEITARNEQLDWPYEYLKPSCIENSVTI
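Hydroperoxide product was detected by ferrous iron/xylenol orange as the 573 to 405 nm absorbance ratio. Arachidonic acid at 40 uM (final) was turned over for 30 min at room temperature by 150 nM human 12hLO, pH 7.0 Hepes buffer, after 15 min compound preincubation.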
LDHA inh – inhibitors of human lactate dehydrogenase A; P00338; hit rate 0.15% among 480,000; purified LDHA, NADH/diaphorase-resazurin fluorescence; stronger effect = lower value; activity change, % (values are at about 110 or 230 µM); in the data active = activity change below about -30%; inconclusive = mostly about -25% to -30%;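 note: plate controls were DMSO wells for no effect and wells without enzyme for full effect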
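Enzyme activity of human lactate dehydrogenase 5 (2 nM; 0.06 mM NADH, 0.2 mM pyruvate, 5 min, RT) is measured via a resazurin/diaphorase fluorescence readout of residual NADH.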
GRP78 ERSR act – inducers of ER stress response in human glioma cells; Potency, µM, for the others: top-dose activation, actives largely listed as activators; hit rate 0.02% among 420,000; AID 602332; U87-MG GRP78 promoter luciferase reporter, 16 h; note: potency is the fitted concentration of half-maximal effect; series mostly up to about 76 µM; % of control where 0% means no effect; nearly all actives have a fitted effect of over 35% in size
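Stably transfected U87-MG glioma cells carrying a GRP78-based luciferase sensor; 16 h compound incubation. Luminescence end-point read 10 min after Bright-Glo addition at room temperature.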
Vif-A3G inh – Vif-A3G binding inhibition | Q9HC16 | HeLa A3G-eYFP + Vif (tagged APOBEC3G with the HIV-1 protein that degrades it), YFP fluorescence, overnight | Potency, µM (highest dose often 46.1 µM), inactives show at the highest dose activity, negative = active, usual class: inhibitors | hit rate 0.076% among 410,000 | AID 602310;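 note: potency is the fitted concentration of half-maximal effect; % is set by controls: 0 for no effect and ±100 for the full control effect; nearly all actives have a fitted effect of over 60% in size; hits raise eYFP signal because A3G escapes Vif-driven loss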
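HeLa cells stably expressing Vif and C-terminally eYFP-tagged A3G, seeded overnight at 37 deg C, then exposed to compound by pintool overnight at 37 deg C. Rise in yellow fluorescence (Ex 488/Em 500-530, Acumen) marks blocked Vif-driven A3G degradation.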
Vif-A3F inh – inhibitors of Vif-A3F interaction. HeLa A3F-eYFP + Vif (tagged APOBEC3F with the HIV-1 protein that degrades it), YFP fluorescence increase. Potency, µM (series often up to 46.1 µM), for the others: at the highest dose activity, negative = active. hit rate 0.2% among 390,000. AID 602313; note: potency is the fitted concentration of half-maximal effect; % of control where 0% means no effect; nearly all actives have a fitted effect of over 65% in size
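Fluorescence increase (Ex 488/Em 500-530) after overnight compound treatment at 37 deg C flags inhibition of Vif-driven A3F-eYFP loss in stable HeLa A3F-eYFP/Vif cells seeded overnight beforehand.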
D2 antagonist – antagonists of human D2 dopamine receptor. hit rate 2% among 340,000. P14416. AID 485344. HEK293 TREx D2 cells, calcium flux, dopamine EC80. inhibition, % at 10 µM; in the data active = inhibition above about 30%; note: 0% is about no effect
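In this primary screen, negative modulation is detected by tracking calcium flux after an EC80 dopamine challenge in inducible HEK293 T-REx D2 cells preexposed to test compound for 180 s.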
RGS4 inh – inhibitors of human regulator of G protein signaling 4 | AID 504845 | hit rate 0.039% among 390,000 | P49798 | Transcreener GDP fluorescence polarization, RGS4-accelerated GTP hydrolysis | Potency, µM (series often up to 114 µM), for inactives: at the top dose activity change, negative = inhibition, most hits filed as inhibitors; note: potency is the fitted concentration of half-maximal effect; % is set by controls: 0 for no effect and ±100 for the full control effect; nearly all actives have a fitted effect of over 75% in size; some results filed as inactive show a strong effect at the top dose
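MLSMR compounds (23 nl, pin-transferred) preincubated 10 min at room temperature with a 500nM (2x) first reagent, then RGS4 at 900nM (2x) plus Transcreener GDP mix added; fluorescence polarization (620/688 nm) read before and after 90 min at 30 °C.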
D2 agonist – activates the human D2 dopamine receptor; P14416; activation, % at 2 µM; AID 485358; hit rate 0.53% among 340,000; HEK293 T-REx D2 cells, calcium flux agonist mode;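 active = activation over 3 SD above normal in the single-dose calcium agonist read, cut at about 30% in these data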; note: 0% is about no effect
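In this primary screen, compounds producing a positive calcium signal within 180 s of addition to tetracycline-induced, force-coupled HEK293 Trex D2 cells are flagged; cells are dye-loaded with a no-wash calcium kit beforehand.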
The depositor's hits bear a star; u = inconclusive; x = not tested or not shown; & = joins results of further samples; [ ] = remark or other dose. Unless noted, calls come from the whole dose curve; as a rule, active = well fitted curve in the direction sought with a large enough effect; inconclusive = small, poorly fitted or top-dose-only effect, or another doubt; inactive = no such curve, though single readings can be large; an effect the other way counts as inactive or inconclusive. These rows are one share of the data. The share of hits here may be higher or lower than overall.

compound | Vif-A3G inh | D2 agonist | Vif-A3F inh | ERG-DNA inh | LDHA inh | GRP78 ERSR act | D2 antagonist | RGS4 inh | ALOX12 inh
CCOC(=O)c1cc(-c2ccc(F)cc2)n(CC(=O)NC2CCCCC2)c1C | -1% | x | 2% | 4% | -16 | -2% | x | 3% | -29%
COC(=O)C1=CN(Cc2ccc(OC)cc2)C=C(C(=O)OC)C1c1ccc(O)c(OC)c1 | 0% | 0.1 | -14% | 0% | -4 | -4% | 4 | -2%[56.9 µM] | 8%
O=C(NCC1CC1)c1ccc(Oc2cc(Cl)cc(Cl)c2)o1 | -10% | -0.4 | -3% | 24% | 1 | -4% | 15 | -7% | -16%
CCC(C)n1cnc2c(c1=O)c1nc3ccccc3nc1n2Cc1ccc(OC)cc1 (centres undefined) | -9% | 0.3 | 5% | -5% | 6 | 0% | -13 | 3% | 0%
COc1cc2cc(C(N)=O)c(N)nc2cc1OC | 4% | 0.4 | 4% | 0% | 2 | -1% | -7 | -8% | 5%
C=CCN1C(=O)C(CC(=O)NCC)SC1=Nc1ccc(S(N)(=O)=O)cc1 (centres undefined) | 0% | x | 1% | x | -14 | -2% | x | 11% | -6%
O=C(Nc1ccccc1)C1CCN(C(=O)c2ccc([N+](=O)[O-])cc2)CC1 | 0% | 0.4 | 1% | -1% | -9 | -5% | 1 | 9% | -19%
CCOC(=O)N1CCN(S(=O)(=O)c2ccc(C(=O)N(CCN(C)C)c3nc4ccc(CC)cc4s3)cc2)CC1 | 0% | -0.3 | 3% | 2% | -3 | -1% | -4 | 25% | -18%
CN(C)c1ccc(CNC(=O)CCS(=O)(=O)c2ccc3c(c2)oc(=O)n3C)cc1 | -3%&-2% | 0.4&-1.1 | -5%&1% | 2%&-9% | 1&4 | 3%&-2% | 12 | -6%&-7% | -12%&-5%
COCc1cc(Sc2c(Cl)cccc2Cl)nc(-c2ccccc2)n1 | -7% | -0.4 | -2% | 8% | 1 | -4% | 7 | 3% | 48%[activator]
CC(=O)Oc1ccc(OC(C)=O)c2c1C1C=CC2CC1 | -22% | x | 6% | 4% | 24 | -14% | x | -44% | u
CCOC(=O)C1=C(C)NC(=O)NC1c1ccc(F)cc1 (centres undefined) | -7% | 1.4 | 5% | 3% | -1 | -2% | -3 | 3% | 0%
COc1ccc(C(=O)Nc2ccc(C(=O)NCC3CCCO3)cc2)c(OC)c1OC (centres undefined) | -7% | 0.9 | -7% | 11% | -6 | -4% | 5 | 8% | 1%
Cc1[nH]c(=O)cc2ccccc12 | -1% | 1.1 | 3% | -1% | -7 | -2% | -1 | -2% | 43%[activator]
COc1cnc(-c2ccccc2)nc1Oc1ccc(C(C)(C)C)cc1 | 2% | -1.2 | -10% | -12% | 2 | u | -4 | 29% | -4%
CN1CCN(S(=O)(=O)c2ccc(N)cc2)CC1 | 1% | -0.1 | -3% | 13% | -5 | -5% | 7 | -4% | 0%

Record cards, as listed above. Order of screens: Vif-A3G inh, D2 agonist, Vif-A3F inh, ERG-DNA inh, LDHA inh, GRP78 ERSR act, D2 antagonist, RGS4 inh, ALOX12 inh
CC(=O)Oc1ccc(OC(C)=O)c2c1C1C=CC2CC1 reads -22%, x, 6%, 4%, 24, -14%, x, -44%, u
CN(C)c1ccc(CNC(=O)CCS(=O)(=O)c2ccc3c(c2)oc(=O)n3C)cc1 reads -3%&-2%, 0.4&-1.1, -5%&1%, 2%&-9%, 1&4, 3%&-2%, 12, -6%&-7%, -12%&-5%

Later entries
compound | Vif-A3G inh | D2 agonist | Vif-A3F inh | ERG-DNA inh | LDHA inh | GRP78 ERSR act | D2 antagonist | RGS4 inh | ALOX12 inh
CCC(=O)Nc1ccc(S(=O)(=O)NCc2ccco2)cc1 | 0% | -0.3 | -1% | 1% | -4 | -1% | 10 | 8% | -3%
Nc1ncnc2c1ncn2[C@@H]1O[C@H](C(=O)Nc2cc(C(F)(F)F)cc(C(F)(F)F)c2)[C@@H](O)[C@H]1O | -7% | x | x | x | 1 | 0% | x | x | -12%
C(=N\Nc1ncnc2ccccc12)/c1ccccc1 | -1% | 1.3 | u | 11% | 4 | -4% | -13 | -16% | 0%
Cc1cc(C)cc(NC(=O)CN2CCN(c3ccccn3)CC2)c1 | 0% | 3.4 | 4% | -2% | -11 | -3% | 16 | 19% | u
O=C1[C@@H]2CSCN2C(=O)CN1Cc1c(F)cccc1Cl | -2% | -1.8 | -18% | 7% | -6 | -3% | -22 | 2% | 16%
CC(=O)Nc1ccc(C2=NN(CC#N)C(=O)SC2)cc1 | 1% | -0.5 | -3% | 1% | -2 | -4% | -8 | -7% | -7%
Cc1ccc(N=C/C(C(=O)C(F)(F)F)=C(\O)c2cccs2)cc1 | -6% | -0.1 | -7% | 6% | 0 | -12% | 0 | -18% | u
O=C(c1ccccc1)N1CCC(CC2CC(c3ccc(Cl)cc3)=NO2)(C(=O)NCC2CCCCC2)CC1 (centres undefined) | 2% | -0.5 | -5% | 2% | -4 | 3% | 9 | -19% | 3%
CC1=C(C(=O)OCC(C)C)C(c2ccsc2)C2=C(CCCC2=O)N1 (centres undefined) | -6% | -1.9 | -6% | -11% | -4 | -5% | 16 | -6% | u
O=C(NC1CCCC1)C(c1ccccn1)N(C(=O)c1csnn1)c1ccccc1Cl (centres undefined) | -7% | -0.3 | -25% | 4% | -5 | -1% | -6 | 14% | -6%
O=S(=O)(NCc1ccc(Cl)cc1Cl)c1ccc(N2CCOCC2)nc1 | -23% | 3.2 | 8% | 14% | -9 | -4% | -28 | 6% | 261%[activator]
COc1ccccc1NC1=C(NC(C)=O)C(=O)c2ccccc2C1=O | -14% | -3.3 | -12% | -3% | 15 | -5% | -4 | u | -18%
COc1ccc(N2CCN(C(C)C(=O)N3CCc4ccccc43)CC2)cc1 (centres undefined) | 1% | 0.7 | -15% | -12% | -3 | -1% | -9 | 6% | 2%
CC(C)(C)N(Cc1ccccc1)C(=O)c1ccc2c(c1)OCCO2 | 4% | 0.0 | 10% | 6% | -5 | 3% | 9 | 7% | -17%
CC(=O)c1cccc(-n2nnnc2SCC(=O)NNC(=O)C2CCCCC2)c1 | -2% | 0.8 | 11% | -3% | -5 | -3% | -2 | 9% | 4%
CSc1nc(-c2ccccc2)nc(N2CCCC2)c1C(C)=O | -8% | 0.0 | -8% | 1% | 0 | -5% | -5 | 10% | 26%
CC(=O)Nc1cc(C(=O)OCC(=O)c2ccc(C)cc2)ccc1C | -6% | -0.6 | -15% | -2% | -3 | 0% | -1 | -6% | -1%
CCCC/C(C)=N/NC(=O)CN(c1ccc(Br)cc1)S(=O)(=O)c1ccccc1 | 0% | 1.1 | 1% | -11% | -11 | -3% | 12 | 15% | 15%
CCN1CCCC(OC(=O)Nc2ccccc2)C1 (centres undefined) | 0% | -0.5 | x | u | -2 | 0% | -7 | -10% | 0%
O=C(NCc1ccc2c(c1)OCO2)C1CCCN1C(=O)Nc1cccc(F)c1 (centres undefined) | 0% | 0.1 | 0% | 1% | -3 | -3% | -10 | 44% | 144%[activator][57.4 µM]
O=C(NCCCN1CCOCC1)c1cc(-c2ccccc2)on1 | 1% | 1.1 | -1% | 1% | -13 | u | 2 | 26% | 14%
C=Cc1ccc(Cn2c(C(=O)O)c(CNCc3ccccc3)c3ccc(C)cc32)cc1 | -8% | -2.5 | 5% | 3% | 1 | 19% | x | -1% | u
Nc1n[nH]c(=S)n1/N=C1/C(=O)Nc2ccccc21 | -6% | 4.1 | -4% | 0% | -2 | -2% | 0 | u | u
COc1ccc(-c2nc3ccccc3n2Cc2ccccc2)cc1 | -2%&-4% | 3.7&-0.8 | -16%&3% | 5%&-9% | 3&-2 | 3%&-1% | 12 | -11%&-6% | -22%&3%
CCOC1=C2[C@@H](CN(S(=O)(=O)c3ccccc3C)[C@H]2c2ccc(Cl)cc2)[C@H]2C(=O)N(c3ccccc3)C(=O)[C@H]2C1 | -1% | x | x | x | -9 | -6% | x | x | -15%
CC1CCc2c(sc3nc(SCC(=O)O)n(-c4ccccc4)c(=O)c23)C1 (centres undefined) | -1% | -1.8 | 2% | -2% | -7 | -2% | 1 | -15%[11.4 µM] | 0%
Cc1ccc(CN2CCNC(=O)C2CC(=O)NCCCn2nnc3ccccc32)cc1 (centres undefined) | 0% | x | 0% | x | -4 | 2% | x | x | -1%
COC(=O)c1ccc(CNC(=O)Cn2cnc3c(NCc4ccccc4)ncnc32)cc1 | u | x | 1% | 13% | 0 | -3% | x | 17% | -17%
Cc1cc(C)c2nc(Cl)c(CN(Cc3ccco3)C(=O)Nc3ccccc3C)cc2c1 | u | -0.6 | -7% | x | 2 | -3% | -9 | 3% | 7%
Fc1ccc(Br)cc1C1C=C(c2ccc(Br)cc2)Nc2nnnn21 (centres undefined) | -1% | -0.1 | -6% | 0% | -13 | -2% | x | -22% | u
Cn1nc(C(=O)NCc2ccccn2)c2ccccc2c1=O | -4% | -0.7 | -8% | 2% | -1&1 | -6% | -3 | 18% | -1%&-9%
COc1cccc(CNC(=O)CCCN2C(=O)C(c3ccccc3)Oc3cccnc32)c1OC (centres undefined) | -1% | 0.3 | 0% | -23% | 0 | 0% | -12 | 9% | 5%
COc1ccccc1C(=O)Oc1ccc(C(C)(C)C)cc1 | -1% | -1.9 | 2% | 5% | 1 | -5% | 7 | 8% | -22%
CC(C)(C)c1ccc(CC(=O)N2CCC2(C)C(=O)NS(=O)(=O)c2cccc(OC(F)F)c2)cc1 (centres undefined) | 0% | x | x | x | -4 | -2% | x | x | -17%
COc1ccccc1C(=O)N/N=C(\C)c1ccc(NC(=O)C2CC2)cc1 | 2% | -1.7 | 20% | 8% | -4 | -1% | -10 | 17% | 20%
